Screens: PubChem BioAssay, Johns Hopkins Ion Channel Center
Kir21 block: blocks the mouse Kir2.1 inward-rectifier potassium channel. P35561. HEK293-Kir2.1, FluxOR thallium flux fluorescence; stronger effect = lower value. B-score at 10 µM. 310,000 compounds, 0.85% hits. AID 1672;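 active means fluorescence ratio B-score at or below minus 3 SD of library scores, with starting-brightness B-score within 2 SD, cut at about -4.2 in these data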;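 further: channel flux triggered by added potassium and thallium sulfate stimulus; B-score of peak minus minimum fluorescence over baseline after thallium stimulus; more negative B-score means stronger Kir2.1 block with less thallium influx; some compounds called inactive have numbers as strong as hits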
Target sequence (P35561 whole entry, looked up): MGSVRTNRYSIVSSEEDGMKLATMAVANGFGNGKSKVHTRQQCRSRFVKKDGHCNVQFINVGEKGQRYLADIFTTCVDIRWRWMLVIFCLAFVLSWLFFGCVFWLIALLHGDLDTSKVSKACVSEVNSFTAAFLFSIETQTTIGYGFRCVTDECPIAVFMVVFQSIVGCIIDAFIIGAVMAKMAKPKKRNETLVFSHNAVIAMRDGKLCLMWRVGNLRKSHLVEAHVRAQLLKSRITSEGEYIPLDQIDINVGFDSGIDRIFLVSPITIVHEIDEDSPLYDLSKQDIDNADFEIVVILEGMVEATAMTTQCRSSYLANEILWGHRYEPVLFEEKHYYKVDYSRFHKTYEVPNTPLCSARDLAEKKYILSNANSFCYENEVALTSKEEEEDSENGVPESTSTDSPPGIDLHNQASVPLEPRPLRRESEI
KCNQ2 block: KCNQ2 potassium channel inhibitors, primary screen, cell-based, CHO-K1, FluxOR thallium flux, B-score (AID 2156). O88943. B-score at 10 µM. 20 min; stronger effect = lower value. 310,000 compounds, 1.1% hits;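 active means fluorescence ratio B-score at most minus 3 library SDs, with starting brightness B-score within 2 library SDs, cut at about -5.5 in these data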
* hit, by the source's call; i = inactive.

Below each SMILES – Kir21 block, KCNQ2 block
> COc1ccc(OC)c(NS(=O)(=O)c2ccc3c(c2)n(C)c(=O)n3C)c1
  -0.47, i
> CC(C)OC(=O)CCCNc1ccc([N+](=O)[O-])cc1[N+](=O)[O-]
  1.1, i
> CC(=O)N1CCN(C(=O)CSc2nnc(C)n2-c2ccccc2)CC1
  0.66, i
> Cc1ccc(C2C(=O)c3ccccc3C2=O)cc1
  0.39, i
> CCOc1ccc(C(=O)NC2CCN(S(=O)(=O)c3ccccc3)CC2)cc1
  0.84, i
> COc1ccc(-c2csc(NC(=O)CSc3nc(C)cs3)n2)cc1
  -0.96, i
> CCCCOC(=O)Nc1cccc(C(C)=O)c1
  -0.21, i
> Cc1ccc(C(=O)NCCSC2CCCCC2)cc1S(=O)(=O)Nc1ccccc1
  1.3, i
> COc1ccc(C(C)(C)C)cc1NC(=O)c1[nH]c(C)c(C(C)=O)c1C
  -0.84, i
> COc1cccc(CNC(=O)CSCc2cnn(-c3ccccc3)c2-n2cccc2)c1OC
  -2, i
> CNC(=O)C(=O)Nc1cc2c3c(c1)CCC(=O)N3CCC2
  0.58, i
> Cc1noc(NS(=O)(=O)c2ccc(NC(=O)CSc3nnc4c(n3)[nH]c3ccccc34)cc2)c1C
  0.23, i
> COc1ccc(C(C(=O)NCc2ccccc2)N(C(=O)c2snc(C(N)=O)c2N)c2ccccc2OC)cc1 (stereo not given)
  1.7, i
> COC(=O)c1ccc2[nH]c3cccc(/C(=C/c4ccccc4)c4ccccc4)c3c2c1
  1.1, i
> CCOC(=O)c1c(-c2ccccc2)csc1NC(=O)c1cc(-c2ccccc2OC)on1
  0.32, i
> Cc1nn(CCCC(=O)Nc2cnn(Cc3ccc(F)cc3)c2)c(C)c1[N+](=O)[O-]
  -1, i
> CCOCCn1c(-c2ccccc2)nc2ccccc21
  0.79, i
> COCCn1c(=O)[nH]c(=O)c2c1nc(-c1ccc(-c3ccc(Cl)cc3[N+](=O)[O-])o1)n2Cc1ccccc1
  0.03, i
> CCc1cccc(C)c1N(C(=O)Cn1c(COC)nc2ccccc21)C(C)COC (stereo not given)
  2.7, i
> CCCn1c(=O)c(C(=O)NCCCc2ccccc2)c(O)c2ccccc21
  -0.32, i
> O=C(Nc1ccc(F)cc1)/C(=C1/CCCCCN1)[N+](=O)[O-]
  -1.6, i
> N#C/C(=C/c1cccc(C(F)(F)F)c1)c1nc(CCN2C(=O)c3ccccc3C2=O)cs1
  1.3, i
> Cc1ccc(Nc2ccc(C(=O)N3CCCC3)cn2)c(C)c1
  1.9, i
> CCN(CC#CCC(O)(c1ccccc1)c1ccccc1)C(C)C
  -1.2, i
> CCOc1ccc(-c2nc(CCl)cs2)cc1
  0.94, i
> CC(Oc1ccccc1F)C(=O)NN (stereo not given)
  -0.04, i
> CCOc1ccc(/C=C/C(=O)Nc2ccc(OC)cc2[N+](=O)[O-])cc1
  0, i
> Cc1ccccc1-c1nc(CN2CCC(C(=O)NCC3CCCO3)CC2)c(C)o1 (stereo not given)
  -1.6, i
> CC(=O)N1CCCc2cc(S(=O)(=O)N3CCCC(C(=O)Nc4ccc(C)cc4C)C3)ccc21 (stereo not given)
  1.3, i
> CN(C)CCNC(=S)Nc1ccccc1C(C)(C)C
  -0.28, i

Shown with bars between the fields: part of the list above
canonical_smiles | Kir21 block | KCNQ2 block
Cc1ccccc1-c1nc(CN2CCC(C(=O)NCC3CCCO3)CC2)c(C)o1 (stereo not given) | -1.6 | i
COc1ccc(C(C)(C)C)cc1NC(=O)c1[nH]c(C)c(C(C)=O)c1C | -0.84 | i
CNC(=O)C(=O)Nc1cc2c3c(c1)CCC(=O)N3CCC2 | 0.58 | i
COC(=O)c1ccc2[nH]c3cccc(/C(=C/c4ccccc4)c4ccccc4)c3c2c1 | 1.1 | i

Following part.
Below each SMILES – Kir21 block, KCNQ2 block
> CCOC(=O)c1ccc2c(c1)nc(COc1ccc(OC)cc1)n2CC
  -1.1, i
> O=S(=O)(c1cnc[nH]1)N1CCN(c2ccc(F)cc2)CC1
  0.76, i
> COC(=O)CN1C(=S)N(c2ccc(F)cc2)C(=O)C1CC(=O)Nc1ccc(F)cc1 (stereo not given)
  1.4, i
> CCN(CC)S(=O)(=O)c1ccc(/C(O)=C2/C(=O)C(=O)N(CCOC)C2c2ccccc2)cc1 (stereo not given)
  -0.04, i
> Cc1cc(NC(=O)c2noc3c2CCCCC3)nn1Cc1ccc(Cl)cc1
  -1.4, i
> CCOC(=O)C1(C)/C(=N/Nc2ccc(Cl)cc2)C(=O)C(=O)N1c1ccccc1 (stereo not given)
  -3, i
> COc1ccc(C(=O)NC2CCCc3c2cnn3-c2cc(F)cc(F)c2)c(OC)c1OC (stereo not given)
  0.7, i
> CCOC(=O)c1cnc(-n2nc(C)cc2C)nc1NC(C)c1ccccc1 (stereo not given)
  -0.33, i
> CC(=O)N1C(Nc2ccc(Cl)cc2)CCN1c1ccccc1 (stereo not given)
  -0.73, i
> CCOc1ccc(CNC(=S)NCc2ccc(OCC)cc2)cc1
  1.9, i
> CCOc1ccc(Br)cc1S(=O)(=O)NCCN(C)C
  -0.79, i
> Cc1cccc(NC(=S)NN2CCN(C)CC2)c1C
  0.14, i
> O=C(COC(=O)C1CC1)Nc1c(Cl)cccc1C(F)(F)F
  -2.5, i
> COc1ccc(S(=O)(=O)N2CCCCC2)cc1NC(=O)Cc1sc(C)nc1-c1ccc(F)cc1
  0.01, i
> O=C(NC(=S)NCc1ccccc1)c1cccc([N+](=O)[O-])c1
  0.04, i
> CC(CNC(=O)c1cncc(O)c1)NC(=O)c1cncc(O)c1 (stereo not given)
  -0.07, i
> Cc1ccc(C)c(NC(=S)NNC(=O)c2csc3c2CCCC3)c1
  1.3, i
> CC(=O)c1ccc(NC(=S)Nc2ccc(Br)c(Cl)c2)cc1
  -0.45, i
> O=C(O)[C@H](Cc1ccccc1)NC(=O)N1CCN(c2ccc(F)cc2)CC1
  -0.38, i
> COc1cccc(C(=O)NCC2(c3ccc(OC)c(OC)c3)CCCC2)c1
  -0.4, i
> O=C(COC(=O)CNC(=O)c1cccc([N+](=O)[O-])c1)Nc1cccc(S(=O)(=O)N2CCCC2)c1
  1, i
> CCOc1ccc(N(CC(=O)NC2CCCCC2)C(=O)CCC(=O)Nc2nc(C)cs2)cc1
  -0.44, i
> COc1cccc(NC(=O)c2c(C)cc(C)cc2CC(C)(C)C(=O)O)c1
  0.05, i
> COCCC(=O)N1CCc2ccc(NC(=O)c3ccc(C(F)(F)F)cc3)cc2C1
  0.74, i
> CSc1ccc(CCNC(=O)CCc2nnc3ccc(N4CCOCC4)nn23)cc1
  -0.8, i
> CCn1c(C)nc2cc(C(=O)NNC(=O)c3ccc(Cl)nc3)ccc21
  -0.42, i
> COCCN1C(=O)N(c2ccccc2)C(=O)C1CC(=O)Nc1cc(OC)cc(OC)c1 (stereo not given)
  -0.43, i
> Cc1sc2ncn(CC(=O)NCC(=O)N3CCN(c4ccc(F)cc4)CC3)c(=O)c2c1C
  -0.21, i
> CCc1c(C)[nH]c2c(C)cccc2c1=O
  -0.02, i
> CCN1CCN(CCCNC(=O)c2cc3c(=O)[nH]c4ccccc4c3s2)CC1
  0.82, i
> O=C(Nc1ccc(F)c(F)c1)c1cnc(-c2ccccc2)nc1-c1ccccc1
  0.22, -5.6*
> COc1ccc(-c2cc(C(=O)N/N=C(\C)c3cccnc3)c3ccccc3n2)cc1
  -0.12, i
> CCOC(=O)N=Nc1c(O)n(Cc2ccccc2)c2ccccc12
  -0.84, i
> Cn1c(SCC(=O)Nc2cccc(C(=O)O)c2)nnc1-c1cc2cc(Br)ccc2o1
  0.17, i
> CC12CCC(=O)N1C(C(=O)Nc1ccc(F)c(Cl)c1)CS2 (stereo not given)
  1.3, i
> CCn1cc(C(=O)NCc2ccco2)c(=O)c2cc(S(=O)(=O)N3CCCC3)ccc21
  1.6, i
> CC(=O)c1sc(Nc2cccc(C)c2)nc1C
  -0.39, i
> CCCSC1=C(C#N)C(c2ccc(Cl)cc2Cl)CC(=O)N1 (stereo not given)
  0.72, i
> Cc1cccc(NC(=O)COC(=O)CCc2ccc(S(=O)(=O)N3CCOCC3)cc2)c1C
  2.5, i
> CC1CCc2nc(NC(=O)c3ccco3)sc2C1 (stereo not given)
  0.41, i
> Cc1cc(OCC(=O)Nc2cnn(CCCC(=O)O)c2)ccc1Cl
  0.52, i
> Cc1ccc(S(=O)(=O)N2CCN(S(=O)(=O)N3CCOCC3)CC2)c(C)c1
  1.2, i
> CC(=O)c1c(C)[nH]c(C(=O)OCC(=O)Nc2sc3c(c2C#N)CCCC3)c1C
  -0.08, i
> CCOc1ccc(N2C(=O)CC(S/C(N)=N/N=C/c3cccs3)C2=O)cc1 (stereo not given)
  -0.36, i
> COc1cccc(C(=O)Nc2cc(C)nn2-c2ccccc2)c1OC
  1.3, i
> CCCCCc1nnc(N)s1
  -1.8, i
> Cc1nc(SCC(=O)N2CCCCCC2)[nH]c(=O)c1C
  0.07, i
> COC(=O)CNC(=O)COC(=O)/C=C/c1ccc2ccccc2n1
  2.2, i
> C=CCNC(=S)NNC(=O)COc1c(Cl)cc(Cl)cc1Cl
  0.41, i
> CN1CCN(Cc2nc3ccccc3c(=O)n2Cc2nc(-c3ccccc3F)cs2)CC1
  -1.4, i
> CC(C)NC(=O)C1COc2ccccc2O1 (stereo not given)
  0.06, i
> COC(=O)c1cnc(SCc2ccc(Cl)cc2)n1C
  0.98, i
> COc1ccc(CC(=O)NC(c2ccccc2)c2ccccc2)cc1S(=O)(=O)N1CCOCC1
  0.64, i
> Cc1ccc(OCC(=O)Nc2ccc(N3CCN(C(=O)c4ccco4)CC3)cc2)cc1
  -2.1, i
> O=C(CSc1nc2ccccc2[nH]1)c1ccccc1F
  -0.37, i
> CCOCCCNCc1cc(Br)ccc1OCC
  -0.16, i
> CCOC(=O)C1CCCN(C(=S)NC2CCCC2)C1 (stereo not given)
  0.38, i
> Cc1c(NC(=O)Nc2ccc(Cl)cc2Cl)c(=O)n(-c2ccccc2)n1C
  1.9, i
> COc1ccc(CNC(=O)CCCn2nc(C)n3c(cc4sccc43)c2=O)cc1
  -0.03, i
> COc1ccc(N(CC(=O)NCCc2ccccc2)C(=O)CCC(=O)Nc2nccs2)cc1
  0, i

Later entries
Below each SMILES – Kir21 block, KCNQ2 block
> CCOc1ccc(CC(=O)N2CCN=C2SCc2ccc([N+](=O)[O-])cc2)cc1
  -0.17, i
> CN(Cc1ccon1)Cc1cn[nH]c1-c1ccc(-c2ccccc2)cc1
  0.06, i
> O=C(c1cccc([N+](=O)[O-])c1)N1CCN(C(=O)c2ccco2)CC1
  0.15, i
> C/C(=N\OCC(=O)OC(C)C(=O)Nc1ccc(C(N)=O)cc1)c1ccc2c(c1)OCO2 (stereo not given)
  -0.55, i
> Cc1nn(CC(=O)N(C)C)c(=O)c2ccccc12
  0.76, i
> C=CCn1c(C(C)NC(=O)c2ccccc2C)n[nH]c1=S (stereo not given)
  0, i
> CCOC(=O)c1c(C)[nH]c(C)c1S(=O)(=O)NC(C)Cc1ccco1 (stereo not given)
  -0.25, i
> COc1cc(NC(=O)c2ccccc2Cl)c(OC)cc1NC(=O)CN1CCOCC1
  0.31, i
> CCOC(=O)CC1C(=O)NCCN1S(=O)(=O)c1ccc(Br)cc1 (stereo not given)
  -0.93, i
> Cc1ncn(C23CC4CC(CC(C4)C2)C3)n1
  -0.01, i
> O=C(Nc1ccc(NC(=O)c2cccs2)cc1Cl)c1ccco1
  -3.7, i
> O=C(NCCO)c1ccc2nc(Cc3cccc(Cl)c3)oc2c1
  -0.88, i
> Cc1ccc2[nH]c3c(c2c1)SC(C)(C)CC3=O
  0.87, i
> O=C(CCc1ccccn1)N1CCCC(N2CCN(c3cccc(C(F)(F)F)c3)CC2)C1 (stereo not given)
  -0.37, i
> O=C(Cn1cnc2ccccc2c1=O)c1ccc(OC(F)F)cc1
  1.4, i
> COc1ccc(CN2CCC(=O)NC2=O)cc1
  -0.22, i
> OC(CC1CC12c1ccccc1-c1ncccc12)(c1ccccc1)c1ccccc1 (stereo not given)
  0.2, i
> CCOC(=O)C1(C(F)(F)F)N=C(C(F)(F)F)Nc2cc(C)c(C)cc21 (stereo not given)
  -1.1, i
> O=C(Nc1cccc(Br)c1)c1cc(=O)c2ccccc2o1
  -1.3, i
> CCN1CCN(CCNC(=O)c2ccc(/C=C3/Sc4ccccc4N(Cc4cccc(C)c4)C3=O)cc2)CC1
  -14, i
> CCN(C=NC1=NN(c2cccc(C(F)(F)F)c2)CC1)CC
  1.1, i
> COc1ccccc1C(=O)COC(=O)Cc1n[nH]c(=O)c2ccccc12
  1.8, i
> Cc1ccc2nc(SCC(=O)N(CC(C)C)c3c(N)n(CC(C)C)c(=O)[nH]c3=O)[nH]c2c1
  0.19, i
> CCn1c(CCC(=O)N(C)CC(=O)Nc2cccc(F)c2)nc2cc(S(=O)(=O)N(C)C)ccc21
  -0.38, i
> Cn1c2c(c(=O)n(C)c1=O)C(c1cc3c(cc1Br)OCO3)CC(=O)N2 (stereo not given)
  -0.87, i
> COc1ccc(C(=O)C2CCN(C(=O)Nc3ccc(C)cc3)CC2)cc1
  -0.91, i
> Cc1cccc(C2N(c3ccc(F)cc3)C(=O)C3CCCN32)c1 (stereo not given)
  0.07, i
> CCOC(=O)C1C(=O)Nc2nc(C)nn2C1c1ccccc1 (stereo not given)
  1.4, i

Reprinted at random: two records from the list
Below each SMILES – Kir21 block, KCNQ2 block
> CC(=O)N1CCN(C(=O)CSc2nnc(C)n2-c2ccccc2)CC1
  0.66, i
> Cc1ccc(Nc2ccc(C(=O)N3CCCC3)cn2)c(C)c1
  1.9, i

Outcome played no part in choosing rows; any-hit rate near 1.9%.
